Screening results (PubChem)
Rpn11 block – Rpn11 (human) deubiquitinase inhibition; O00487; human 26S proteasome, Ub4-pepOG fluorescence polarization; 20S core pre-blocked with epoxomicin; 0.59% of 360,000 active; AID 588493; calls only at 20 µM;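 active = inhibition at 20 µM, scaled to each plate's controls, above about 33%, limit read from the data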
Target sequence (O00487 whole entry, looked up): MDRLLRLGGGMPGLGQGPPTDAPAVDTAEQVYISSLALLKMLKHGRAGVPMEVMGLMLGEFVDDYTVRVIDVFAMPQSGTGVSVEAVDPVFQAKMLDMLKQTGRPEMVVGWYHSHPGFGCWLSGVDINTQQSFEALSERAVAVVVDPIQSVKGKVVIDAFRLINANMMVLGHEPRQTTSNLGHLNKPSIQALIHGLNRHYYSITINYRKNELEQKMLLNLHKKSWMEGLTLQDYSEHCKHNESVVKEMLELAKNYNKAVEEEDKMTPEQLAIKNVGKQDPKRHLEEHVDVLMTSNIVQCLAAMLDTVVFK
TbMetRS inhib – Trypanosoma brucei MetRS inhibition. purified T. brucei MetRS, ATP depletion, Kinase-Glo luminescence. inhibition, % at 11.9 µM. AID 624268. 0.4% of 360,000 active;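 active = inhibition above a per-plate cutoff of the control wells' mean inhibition plus 3 SD, cut at about 5.5% in these data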;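 also: 0% = DMSO wells median and 100% = median of wells with control inhibitor compound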
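Assay system: T. brucei methionyl-tRNA synthetase, purified | Medium: HEPES buffer with MgCl2, KCl, DTT, spermine, BSA, pyrophosphatase | Compound: 11.9 µM single point | Incubation: 15 min enzyme-compound preincubation, 2 h reaction, 10 min detection, 25 °C | Measured by: Kinase-Glo luciferase luminescence reporting remaining unconsumed ATP | Measure: % inhibition normalized to control-well medians | Replication: Singlicate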
STEP inh – blocks human striatal-enriched tyrosine phosphatase | 0.25% of 360,000 active | recombinant STEP, OMFP fluorogenic substrate, fluorescence | AID 588621 | P54829 | inhibition, % at 20 µM;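 active = inhibition at 20 µM, scaled per plate between control wells, above about 37%, limit read from the data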;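 also: 0% = DMSO with enzyme and substrate and 100% = substrate only without enzyme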
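Measure: Control-normalized % inhibition with plate pattern correction | Test system: STEP phosphatase, cell-free reaction | Medium: pH 6.0 Bis-Tris with DTT and Tween 20 | Technique: Fluorescence, 480/540 nm | Times: Reaction 20 min, ambient temperature | Doses: Single compound dose of 20 µM, 1% DMSO final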
MLLE-PAM2 inh – blocks PAM2 peptide binding to the PABP1 MLLE domain; GST-MLLE / FITC-PAM2 fluorescence polarization; inhibition, % at 20 µM; 0.36% of 360,000 active; in the data active = inhibition above about 35%, passing the limit was not always enough;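 also: plate controls were DMSO wells with GST-MLLE for no effect and wells lacking GST-MLLE protein for full effect; some results filed as inactive read as strong as hits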
Target sequence (P11940 whole entry, looked up, the tested form may be a part): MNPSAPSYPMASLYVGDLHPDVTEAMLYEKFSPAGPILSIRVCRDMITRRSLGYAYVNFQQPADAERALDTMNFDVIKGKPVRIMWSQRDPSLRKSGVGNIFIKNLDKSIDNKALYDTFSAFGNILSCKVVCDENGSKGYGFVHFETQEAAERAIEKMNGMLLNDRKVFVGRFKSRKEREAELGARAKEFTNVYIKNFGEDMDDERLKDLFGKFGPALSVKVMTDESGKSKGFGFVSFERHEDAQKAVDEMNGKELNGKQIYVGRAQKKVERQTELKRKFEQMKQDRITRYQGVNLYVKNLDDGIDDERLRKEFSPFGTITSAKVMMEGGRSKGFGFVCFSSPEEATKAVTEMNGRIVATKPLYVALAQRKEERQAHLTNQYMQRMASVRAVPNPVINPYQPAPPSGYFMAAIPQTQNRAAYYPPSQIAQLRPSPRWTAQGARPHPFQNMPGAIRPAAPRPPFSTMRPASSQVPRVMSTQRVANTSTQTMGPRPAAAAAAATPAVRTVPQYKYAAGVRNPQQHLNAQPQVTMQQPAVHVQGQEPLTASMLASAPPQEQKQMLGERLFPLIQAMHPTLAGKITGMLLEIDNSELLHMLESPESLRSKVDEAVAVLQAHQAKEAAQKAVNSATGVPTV
Scp-1 inhibitor – Scp-1 (human) phosphatase inhibition | Q9GZU7 | Recombinant Scp1, phosphopeptide, malachite green phosphate absorbance | inhibition, % at 20 µM | 0.88% of 340,000 active | AID 493091;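 active = inhibition above about 50% at 20 µM, limit read from the data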;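 also: plate controls were DMSO wells with enzyme for no effect and wells lacking enzyme for full effect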
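assay system = SCP-1 phosphatase catalytic domain, residues 76-261 | buffer or medium = 50 mM Tris acetate pH 5.5, 0.005% Tween-20, 10 mM MgCl2 | incubation = enzyme reaction 45 min at room temperature, colour 5 min, stabilisation 30 min | signal = Phosphate-binding colour reagent, absorbance read at 630 nm | measure = % inhibition at 20 µM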
NadD inh – inhibitors of Staphylococcus aureus NadD; purified NadD enzyme, colorimetric absorbance read-out; inhibition, % at 20 µM; 0.78% of 360,000 active; AID 602399; in the data active = inhibition above about 26%; also: some compounds past the cut are filed as inactive
SUMO1-SIM PPI – alters human SUMO1 binding to SIM partners. inhibition, % at 20 µM. 0.33% of 360,000 active. SUMO1 binding to a labelled peptide, TR-FRET, 1 h. P63165; in the data active = inhibition above about 37%
Target sequence (P63165 whole entry, looked up): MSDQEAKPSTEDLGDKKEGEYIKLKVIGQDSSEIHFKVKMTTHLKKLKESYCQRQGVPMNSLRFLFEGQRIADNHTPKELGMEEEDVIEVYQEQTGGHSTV
CSN inh – inhibitors of human CSN-mediated cullin deneddylation. Purified CSN, SCF-Nedd8-OG deneddylation, fluorescence polarization. inhibition, % at 12.5 µM. 0.38% of 360,000 active. AID 651999;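 active = pattern-corrected inhibition above about 35%, with an unprinted fluorescence ratio check between 0.5 and 1.5, limit read from the data, passing the limit was not always enough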;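 also: 0% = enzyme with substrate and 100% = substrate without enzyme; some results filed as inactive read as strong as hits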
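Assay system: Purified human Csn5 enzyme expressed in HEK293T cells | Amount: Enzyme 0.24 nM | Measured by: Fluorescence polarization readout | Medium: Tris/NaCl/DTT buffer, pH 7.5 | Compound dosing: One concentration, 12.5 µM, 0.25% DMSO | Times: 90 min incubation of compound, enzyme and substrate at room temperature | Control set: no-enzyme wells high, enzyme-with-substrate wells low | Read-out: % inhibition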
LMPTP block – LMPTP (human) inhibition; recombinant LMPTP-A, OMFP fluorogenic substrate, fluorescence intensity; AID 651560; P24666; inhibition, % at 20 µM; 0.22% of 360,000 active;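 active = compounds that cut the enzyme signal by at least half of the control window in the single-dose screen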;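 also: plate controls were DMSO wells with enzyme plus substrate for no effect and substrate without enzyme for full effect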
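test system = LMPTP-A | amount = 0.625 nM LMPTP-A final | reagent = fluorogenic phosphatase substrate OMFP at 400 µM final | incubation = 50 min at room temperature | benchmarks = no-enzyme low control, uninhibited high control | medium = Bis-Tris pH 6.0, DTT, detergent | signal = fluorescence intensity of OMFP turnover product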
DNMT1 inh – blocks human DNA methyltransferase DNMT1. AID 588458. P26358. inhibition (reported as % activation of signal), % at 10 µM. DNMT1 molecular beacon, Hinp1I cleavage, fluorescence. 0.83% of 360,000 active; in the data active = inhibition above about 50%
An asterisk follows results filed as active; i = inactive; . = not tested or not shown.

SMILES	Rpn11 block	TbMetRS inhib	STEP inh	MLLE-PAM2 inh	Scp-1 inhibitor	NadD inh	SUMO1-SIM PPI	CSN inh	LMPTP block	DNMT1 inh
Cc1c(Cl)cccc1NC(=S)NCc1ccccc1Cl	i	-0.6	-2	13	-4	-8	0	-9	0.4	1
CCCCOc1ccc(C(=O)Oc2ccc(C)nc2)cc1	i	0.1	-2	-6	-5	2	2	-4	2.5	0
COc1ccc(Br)c(Cn2c(C)c(C(=O)NCCC#N)sc2=O)c1	i	-0.2	5	-17	.	-2	0	2	1.3	2
CCCc1ccc(Oc2cc(N3CCOCC3)nc(-c3ccccc3)n2)cc1	i	0.0	5	-2	10	7	1	-5	4.6	0
Cc1cc(C)n2nc(C(=O)Nc3c(C)nn(Cc4ccc(F)cc4)c3C)cc2n1	i	0.2	1	-1	0	3	12	4	-0.1	-3
CS(=O)(=O)N(CC(=O)N1CCC(C(N)=O)CC1)c1ccc(Oc2ccccc2)cc1	i	0.0	-3	5	-1	4	1	2	-1.3	1
C[C@@H]1CN([C@@H](C)CO)C(=O)CCCn2nncc2CO[C@@H]1CN(C)S(=O)(=O)c1ccc(Cl)cc1	i	0.6	-1	4	.	-3	3	0	-2.7	1
COC(=O)c1ccc(-c2ccc(/C=N/NC(=O)CC3(C)OCCCO3)o2)cc1	i	0.1	1	6	-7	-8	-25	0	0.5	0
Cc1sc2ncn(C(C)C(=O)OC3CCCCC3)c(=O)c2c1C (centres undefined)	i	0.3	8	0	9	-5	9	3	-0.3	1
O=C(OCc1nc2ccccc2[nH]1)C12CC3CC(CC(C3)C1)C2	i	47*	1	-9	-6	-6	-2	-2	0.6	-6
N/C(=N\OC(=O)c1ccc(Cl)cc1[N+](=O)[O-])c1cccnc1	i	1.1	-3	-5	-10	-2	-32	0	-1.9	0
Cc1ccc(S(=O)(=O)N2[C@H](CC(=O)c3cccc4ccccc34)OC[C@@H]2C)cc1	.	-1.1	.	.	.	.	-2	-3	0.6	.
COC(=O)C1=C(NC(=O)COc2ccc(Cl)cc2Cl)CCS1	i	-0.5	0	20	-3	-7	-1	-11	-1.1	20
CC(C)(C)NC(=S)NNC(=O)c1cccc(Br)c1	i	-0.1	4	27	-8	3	0	-2	1.2	-1
Cc1ccc2nc(-c3ccccc3)cc(C(=O)N3CC(C)OC(C)C3)c2c1 (centres undefined)	i	0.0	0	6	-5	1	-5	-1	0.0	-1

Exported in markdown: entries from further up.
| compound | Rpn11 block | TbMetRS inhib | STEP inh | MLLE-PAM2 inh | Scp-1 inhibitor | NadD inh | SUMO1-SIM PPI | CSN inh | LMPTP block | DNMT1 inh |
| --- | --- | --- | --- | --- | --- | --- | --- | --- | --- | --- |
| Cc1ccc(S(=O)(=O)N2[C@H](CC(=O)c3cccc4ccccc34)OC[C@@H]2C)cc1 | . | -1.1 | . | . | . | . | -2 | -3 | 0.6 | . |
| COC(=O)C1=C(NC(=O)COc2ccc(Cl)cc2Cl)CCS1 | i | -0.5 | 0 | 20 | -3 | -7 | -1 | -11 | -1.1 | 20 |
| CC(C)(C)NC(=S)NNC(=O)c1cccc(Br)c1 | i | -0.1 | 4 | 27 | -8 | 3 | 0 | -2 | 1.2 | -1 |

Later entries.
SMILES	Rpn11 block	TbMetRS inhib	STEP inh	MLLE-PAM2 inh	Scp-1 inhibitor	NadD inh	SUMO1-SIM PPI	CSN inh	LMPTP block	DNMT1 inh
Cc1ccccc1-n1c(Cc2cccs2)n[nH]c1=S	i	-0.3	-1	17	5	8	1	0	0.6	0
O=C(CSc1nc2ccccc2[nH]1)Nc1nc(-c2cccc(Br)c2)cs1	i	0.2	-2	1	-7	0	-3	-8	-2.7	2
COc1ccc(/C=N/Nc2nc(C)cc(=O)[nH]2)cc1OC	i	-1.1	2	-18	2	-4	-36	1	0.8	11
Cc1ccc([C@H]2C[C@H](n3cc(COC(=O)c4ccccc4)nn3)[C@@H](O)CN2Cc2cccs2)cc1	i	-0.6	2	-9	.	-1	3	7	4.7	-12
CC1CCN(c2nc3c(N)ncnc3n2[C@@H]2O[C@H](CO)[C@@H](O)[C@H]2O)CC1	i	0.0	0	-6	-13	-4	1	-2	0.9	-3
CC(=O)c1c(-c2ccccc2)c2cc([N+](=O)[O-])ccc2[nH]c1=O	i	-0.7	2	-1	5	-8	-31	7	-0.9	-3
O=C(CCNc1ccccc1)c1cccc([N+](=O)[O-])c1	i	-0.6	-2	29	-8	-4	-29	1	0.5	-21
O=C(Nc1ccccc1C(F)(F)F)c1ccc(CN2CCC(Cc3ccccc3)CC2)cc1	i	0.2	0	2	0	-1	-2	-2	-1.0	-4
O=C(NCc1ccco1)C1CCCCC1	i	-0.2	-1	3	3	-4	4	1	-0.1	0
COc1ccc(-n2nc([N+](=O)[O-])c(=NCc3ccco3)n2O)cc1	i	-0.5	0	8	-13	0	-24	5	-0.6	-2
C/C(=N\N)c1c(-c2ccccc2)c2cc(C)ccc2[nH]c1=O	i	-0.4	-2	2	-5	-4	1	0	-0.1	2
COc1cc(CN2CCNC(=O)C2CC(=O)N(C)Cc2ncc[nH]2)cc(OC)c1 (centres undefined)	i	0.9	-1	5	-3	1	-2	-2	-0.9	-5
O=C(CNC(=O)C1COc2ccccc2O1)N/N=C/c1ccc([N+](=O)[O-])cc1 (centres undefined)	i	0.8	0	-5	-5	9	-30	5	2.7	-6
COc1cccc(NC(=O)C2CCN(c3ncccn3)CC2)c1	i	-0.8	-2	-2	0	0	2	-2	-0.2	-5
COc1ccc(Nc2nc3cc(-c4ccccc4C)sc3c(=O)n2C)cc1OC	i	-0.1	0	5	.	0	-11	-4	2.6	-17
CCOC(=O)c1ccc(Oc2nc(NC(C)(C)C)nc(N(C)C)n2)cc1	i	-0.5	4	8	1	-9	3	-1	2.6	2
Cc1cc(C)cc(OCCNS(=O)(=O)c2cccs2)c1	i	-0.2	1	19	-11	-7	0	-9	0.4	1
CC(C)(C)OC(=O)N1CCC(C(=O)NCC2CCCO2)CC1 (centres undefined)	i	-1.1	-2	0	10	-2	3	-1	-0.5	4
Cc1ccccc1OCc1nc(-c2cccnc2)no1	i	-0.2	-5	9	1	-7	-1	1	-0.7	-2
Cc1ccc(C(=O)CCC2CCCC2=O)cc1 (centres undefined)	i	-0.1	-2	-15	-4	-1	0	-2	-1.0	1
COc1ccc(C(=O)Nc2cccc(S(C)(=O)=O)c2)cc1	i	-0.2	0	9	-7	-6	-2	-2	0.1	1
CCN(c1ccccc1)S(=O)(=O)c1cccc(C(=O)NCCOc2ccccc2OC)c1	i	-0.2	-1	-2	-15	-5	-82	-1	-7.7	-7
O=[N+]([O-])c1cccc(/C=N/Nc2nc(C(Cl)(Cl)Cl)nc3ccccc23)c1	i	-0.9	0	8	-1	-1	0	-18	-1.9	-2
O=C1NC(c2cccs2)Nc2ccccc21 (centres undefined)	i	-0.1	-4	-2	-12	-2	-5	1	-0.5	64*
CC1CCc2[nH]c3ccc(C(=O)N(C)CC(=O)Nc4ccccc4Cl)cc3c2C1 (centres undefined)	i	-0.2	4	-4	-10	3	-1	1	1.9	-2
Cc1noc(C)c1NC(=O)N(C)C[C@H]1OCc2cnnn2CCCC(=O)N([C@H](C)CO)C[C@H]1C	i	-1.2	-1	0	.	-3	-3	4	-1.2	4
Cc1ccc(/C(O)=C2/C(=O)C(=O)N(CCN3CCOCC3)C2c2cccnc2)cc1 (centres undefined)	i	-1.4	1	6	-3	5	-8	-1	-0.5	2
O=C(Nc1ccc(N2CCCC2)cc1)c1cc([N+](=O)[O-])ccc1N1CCOCC1	i	0.0	2	10	-2	2	-27	2	0.6	-5
Cn1c(=O)c2c(ncn2CCc2ccccc2)n(C)c1=O	i	-1.2	-1	6	-4	1	3	-2	-0.3	-1
Cc1ccc(S(=O)(=O)N(C)C[C@@H]2OCc3cnnn3CCCC(=O)N([C@H](C)CO)C[C@@H]2C)cc1	i	-1.2	-2	-13	.	3	6	2	-1.4	10
COCCCNC(=S)N1CCN(c2nc(-c3ccc(Cl)cc3)cs2)CC1	i	-0.2	1	-153	.	-7	-11	1	-0.2	-1
O=C(CCNC(=O)OCc1ccccc1)NC1CCCCCC1	i	0.2	-4	13	-7	-4	3	-13	0.6	2
CC(OC(=O)c1ccc(C#N)cc1)C(=O)Nc1ccc(Cl)cn1 (centres undefined)	i	-0.1	-1	-9	5	-1	-3	-4	-1.3	0
COc1ccc(/C=N/NC(=O)c2nc(-c3ccccc3)cc(-c3ccccc3)n2)cc1O	i	-0.2	3	5	1	38*	8	-3	3.4	-15
O=C(COc1ccc(F)cc1)N1CCC(Cc2ccccc2)CC1	i	1.1	5	13	-2	1	3	-6	1.2	-3
Cc1ccc(C(=O)CCCn2nnc(-c3cccnc3)n2)cc1C	i	0.0	-1	-4	-7	-3	5	-1	-0.8	-1
CCOC(=O)c1ccc(NS(=O)C23CC4CC(CC(C4)C2)C3)cc1 (centres undefined)	i	-0.2	2	14	-6	-3	1	4	-0.8	-2

Whole records from above. Order of values: Rpn11 block, TbMetRS inhib, STEP inh, MLLE-PAM2 inh, Scp-1 inhibitor, NadD inh, SUMO1-SIM PPI, CSN inh, LMPTP block, DNMT1 inh
COc1ccc(/C=N/NC(=O)c2nc(-c3ccccc3)cc(-c3ccccc3)n2)cc1O is listed with i, -0.2, 3, 5, 1, 38*, 8, -3, 3.4, -15
COCCCNC(=S)N1CCN(c2nc(-c3ccc(Cl)cc3)cs2)CC1 is listed with i, -0.2, 1, -153, ., -7, -11, 1, -0.2, -1
O=C(COc1ccc(F)cc1)N1CCC(Cc2ccccc2)CC1 is listed with i, 1.1, 5, 13, -2, 1, 3, -6, 1.2, -3
CCOC(=O)c1ccc(NS(=O)C23CC4CC(CC(C4)C2)C3)cc1 (centres undefined) is listed with i, -0.2, 2, 14, -6, -3, 1, 4, -0.8, -2
CC(OC(=O)c1ccc(C#N)cc1)C(=O)Nc1ccc(Cl)cn1 (centres undefined) is listed with i, -0.1, -1, -9, 5, -1, -3, -4, -1.3, 0

Not a hit list. About 3.6% of those tested had a hit in this group.
